POLB inh: qHTS Assay for Inhibitors of DNA Polymerase Beta; Pol beta primer extension/strand displacement, fluorescence kinetic; 340,000 compounds, 1.3% hits; P06746; Potency, µM (doses to about 114 µM), for inactives: at the top dose activity change, negative = inhibition, actives largely listed as inhibitors; further: potency means the concentration at half of the fitted maximal effect; on the % scale 0 is the no-effect control and ±100 the full control effect
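10 nM enzyme + cpd, 15 min RT; start with substrate 50 nM final; read 0 min and after 10 min RT. Corrected, normalized data; 4-parameter Hill curve fit.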
Pol kappa inh: qHTS for Inhibitors of Polymerase Kappa. purified Pol kappa, fluorescent DNA synthesis assay, 10 min. AID 588579, 2011. DNA polymerase kappa (Homo sapiens), Q9UBT6. 400,000 compounds, 0.53% hits. Potency, µM (doses to about 107 µM), for inactives: at the top dose activity, negative = inhibition, actives largely listed as inhibitors; further: potency means the concentration at half of the fitted maximal effect; on the % scale 0 is the no-effect control and ±100 the full control effect
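Pol kappa 10 nM + cpd, 15 min RT; start w/ substrate 50 nM final; fluorescence kinetic read, 0 and 10 min. Neg ctrl: buffer, no enzyme.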
12-LOX inh: Primary qHTS assay for inhibitors of human arachidonate 12S-lipoxygenase (ALOX12): Round 2; Polyunsaturated fatty acid lipoxygenase ALOX12 (Homo sapiens), P18054; purified 12hLO, xylenol orange hydroperoxide absorbance; Potency, µM (series often up to 108 µM), inactives show at the highest dose activity change, negative = inhibition, hits mostly inhibitors; 580,000 compounds, 1.1% hits; further: potency means the concentration at half of the fitted maximal effect; on the % scale 0 is the no-effect control and ±100 the full control effect
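Purified human 12hLO (150 nM final) in 25 mM Hepes, 0.01% Triton X-100, pH 7.0 was preincubated 15 min at room temperature with compound. Then 40 uM arachidonic acid was added, 30 min. Hydroperoxide was read by Fe-XO absorbance ratio 573/405 nm.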
RGS4 inh: Inhibitors of Regulator of G Protein Signaling (RGS) 4: qHTS. Potency, µM (highest dose often 114 µM), without a hit: top-dose activity change, negative = inhibition, usual class: inhibitors. Transcreener GDP fluorescence polarization, RGS4-accelerated GTP hydrolysis. 390,000 compounds, 0.039% hits; further: potency means the concentration at half of the fitted maximal effect; on the % scale 0 is the no-effect control and ±100 the full control effect; nearly all actives have a fitted effect of over 75% in size; some results filed as inactive show a strong effect at the top dose
Target sequence (P49798 whole entry, looked up): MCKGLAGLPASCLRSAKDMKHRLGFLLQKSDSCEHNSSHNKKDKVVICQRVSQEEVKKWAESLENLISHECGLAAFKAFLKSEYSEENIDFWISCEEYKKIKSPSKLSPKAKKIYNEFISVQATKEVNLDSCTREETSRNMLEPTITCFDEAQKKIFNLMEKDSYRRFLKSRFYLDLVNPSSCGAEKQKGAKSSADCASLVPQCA
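MLSMR compounds (23 nl, pin-transferred) preincubated 10 min at room temperature with a 500nM (2x) first reagent, then RGS4 at 900nM (2x) plus Transcreener GDP mix added; fluorescence polarization (620/688 nm) read before and after 90 min at 30 °C.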
LDHA block: qHTS assay for inhibitors of human lactate dehydrogenase; purified LDHA, NADH/diaphorase-resazurin fluorescence; active compounds read low; L-lactate dehydrogenase A chain (Homo sapiens), P00338; 480,000 compounds, 0.15% hits; activity change, % (values are at about 110 or 230 µM); in the data active means activity change below about -30%; inconclusive means mostly about -25% to -30%;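 further: plate controls were DMSO wells for no effect and wells without enzyme for full effect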
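Human LDH5 (2 nM) was incubated with 0.06 mM NADH and 0.2 mM pyruvate for 5 min at room temperature in Tris pH 7.4. Remaining NADH was coupled through diaphorase/resazurin, and resorufin fluorescence was read at 0 and 20 min.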
APEX1 inh: qHTS Assay for Inhibitors of the Human Apurinic/apyrimidinic Endonuclease 1 (APE1). Potency, µM (highest dose often 65.8 µM), for the others: at the highest dose activity change, negative = inhibition, usual class: inhibitors. 350,000 compounds, 0.35% hits. AID 2517, 2012. recombinant APE1, TAMRA/BHQ-2 abasic DNA cleavage fluorescence. DNA repair nuclease/redox regulator APEX1 (Homo sapiens), P27695;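 further: potency means the concentration at half of the fitted maximal effect; plate controls were vehicle for no effect and reference inhibitor for full effect; nearly all actives have a fitted effect of over 55% in size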
Target sequence (P27695 whole entry, looked up): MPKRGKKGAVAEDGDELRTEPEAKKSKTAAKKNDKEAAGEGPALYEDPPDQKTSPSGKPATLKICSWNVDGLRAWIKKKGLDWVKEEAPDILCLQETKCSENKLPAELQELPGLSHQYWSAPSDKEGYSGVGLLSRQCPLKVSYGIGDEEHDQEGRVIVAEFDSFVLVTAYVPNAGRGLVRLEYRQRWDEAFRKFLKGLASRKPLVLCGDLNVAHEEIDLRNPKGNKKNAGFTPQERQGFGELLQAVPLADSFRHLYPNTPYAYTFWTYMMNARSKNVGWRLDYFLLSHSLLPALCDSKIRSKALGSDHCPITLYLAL
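Measures dequenching upon AP-site incision of a 5'-TAMRA/3'-BHQ-2 THF-containing duplex, 50 nM; human APE1 0.75 nM after 15 min room-temperature exposure to compound; kinetic three-point read at one-minute spacing.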
POLH inh: qHTS for Inhibitors of Polymerase Eta; DNA polymerase eta (Homo sapiens), Q9Y253; recombinant Pol eta, fluorescent DNA replication assay; Potency, µM (series often up to 114 µM), for the others: top-dose activity change, negative = inhibition, actives largely listed as inhibitors; 390,000 compounds, 1.2% hits; AID 588591, 2011; further: potency means the concentration at half of the fitted maximal effect; on the % scale 0 is the no-effect control and ±100 the full control effect
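Pol eta at 10 nM preincubated with compounds 15 min at room temperature; reaction started with fluorescent substrate (50 nM final) and read kinetically at 0 and 10 min.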
Anesthetic bind: qHTS Assay for Identification of Novel General Anesthetics. Ferritin light chain (Equus caballus), P02791. apoferritin/1-aminoanthracene competitive binding, fluorescence. Potency, µM (highest dose often 77.5 µM), for the others: top-dose activity change, negative = displacement, usual class: inhibitors. 350,000 compounds, 0.074% hits; further: potency means the concentration at half of the fitted maximal effect; on the % scale 0 is the no-effect control and ±100 the full control effect; nearly all actives have a fitted effect of over 20% in size
Target sequence (P02791 2-175 limits assumed): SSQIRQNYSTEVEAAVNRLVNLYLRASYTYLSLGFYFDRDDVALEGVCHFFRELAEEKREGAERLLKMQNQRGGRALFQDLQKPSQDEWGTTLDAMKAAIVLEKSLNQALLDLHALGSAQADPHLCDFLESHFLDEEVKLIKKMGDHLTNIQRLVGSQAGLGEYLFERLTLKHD
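Horse-spleen apoferritin (10 uM) in 50% saturated 1-aminoanthracene in PBS was incubated 10 min at room temperature with compound. Fluorescence (ex 380, em 535 nm) was normalized to free and bound 1-AMA, with concentration-response fitted by a four-parameter Hill equation.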
ERG-DNA inh: qHTS for Small Molecule Inhibitors of the ERG Ets/DNA interaction | Transcriptional regulator ERG (Homo sapiens), P11308 | fluorescence polarization, His-ERG Ets domain / labelled DNA | Potency, µM (titrated, usually from 76.9 µM), inactives show at the top dose FP activity, negative = inhibition, usual class: inhibitors | 370,000 compounds, 0.028% hits; active means well fitted inhibition curve with a large enough effect in the polarisation, with a control signal flat; inconclusive means small, poorly fitted or top-dose-only effect, or effect the other way, or a change in a side signal; inactive means no such curve, though single readings can be large or run the other way; the % refers to the polarisation;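 further: polarization taken with two DNA probes labelled with fluorescein and Texas red; potency means the concentration at half of the fitted maximal effect; % of control where 0% means no effect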
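His-tagged ERG Ets domain (1 uM in the protein solution; 300mM KCl, 50mM Tris-HCl, 1mM EDTA, 1mM DTT, pH 7.5) received compound, then a probe mix of 5 nM fluorescein-DNA and 100nM Texas-615-DNA. Fluorescence polarization was read for both dyes.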
* = called active by the depositor; & = joins results of further samples; [ ] = another dose, or the depositor's remark. Unless noted, the call rests on the fitted dose curve; in most records, active means well fitted curve in the direction sought with a large enough effect; inconclusive means small, poorly fitted or top-dose-only effect, or another doubt; inactive means no such curve, though single readings can be large; an effect the other way counts as inactive or inconclusive.

For CCN(CC)S(=O)(=O)c1cc(NC(=O)C(CC(C)C)NC(N)=O)ccc1C (centres undefined) the results were POLB inh 14%, Pol kappa inh 13%, 12-LOX inh 0%, RGS4 inh -32%, LDHA block -1, APEX1 inh -3%, POLH inh -15%, Anesthetic bind -5% and ERG-DNA inh -3%.
For COc1ccc(S(=O)(=O)N2CCCCC2C(=O)O)cc1 (centres undefined) the results were POLB inh -26%, Pol kappa inh -2%, 12-LOX inh -7%, RGS4 inh -2%, LDHA block -2, APEX1 inh 0%, POLH inh -15% and Anesthetic bind 2%.
`CC(=O)c1csc(-c2ccccc2)n1` gave POLB inh -26%, Pol kappa inh -8%, 12-LOX inh -3%, RGS4 inh -6%, LDHA block -8, APEX1 inh -1%, POLH inh -9%, Anesthetic bind -16% and ERG-DNA inh 2%.
`O=C(CCC(=O)Nc1ccccc1)N/N=C/c1ccncc1` gave POLB inh 20µM*, Pol kappa inh 9%, 12-LOX inh 9%, RGS4 inh -6%[11.4 µM], LDHA block 0, APEX1 inh -3%, POLH inh 7%, Anesthetic bind inconclusive and ERG-DNA inh -18%.
Screening Cc1ccccc1C1=Nn2c(nnc2-c2ccco2)SC1 returned POLB inh -3%, Pol kappa inh -17%, 12-LOX inh inconclusive, RGS4 inh 20%, LDHA block -2, APEX1 inh 3%, POLH inh -15%, Anesthetic bind 2% and ERG-DNA inh -7%.
For O=C(NCc1ccccn1)c1ccc(Cl)c(S(=O)(=O)N2CCCCCC2)c1 the results were POLB inh 8%, Pol kappa inh -10%, 12-LOX inh 3%, RGS4 inh 11%, LDHA block 0, APEX1 inh 44%, POLH inh inconclusive, Anesthetic bind -20% and ERG-DNA inh -2%.
For COc1cc(N=Cc2c(O)c3ccccc3oc2=O)c(OC)cc1Cl the results were POLB inh 5%, Pol kappa inh -7%, 12-LOX inh -4%, RGS4 inh -25%, LDHA block 2, APEX1 inh 15%, POLH inh -20%, Anesthetic bind -1% and ERG-DNA inh -4%.
For O=C(NC1CCN(C(=S)Nc2ccc(F)cc2)CC1)C1CCCCC1 the results were POLB inh 53%, Pol kappa inh -3%, 12-LOX inh -3%, RGS4 inh -16%, LDHA block -2, APEX1 inh -9%, POLH inh -14%, Anesthetic bind 2% and ERG-DNA inh 0%.
CC(C)CCn1c(SCC(N)=O)nc2c1c(=O)n(C)c(=O)n2C was read as POLB inh 26%, Pol kappa inh 19%, 12-LOX inh -3%, RGS4 inh -30%, LDHA block 1, APEX1 inh 11%, POLH inh -3%, Anesthetic bind -14% and ERG-DNA inh 11%.
CN1CCN(CC(C)(C)NS(=O)(=O)c2ccc(Cl)cc2)CC1 was read as POLB inh 20%, Pol kappa inh -4%, 12-LOX inh -12%, RGS4 inh 6%, LDHA block -6, APEX1 inh -5%, POLH inh -10% and Anesthetic bind -9%.
For Cc1c(NC(C)c2ccccc2O)c(=O)n(-c2ccccc2)n1C (centres undefined) the results were POLB inh -3%, Pol kappa inh 2%, 12-LOX inh 9%, RGS4 inh 9%, LDHA block 5, APEX1 inh -1%, POLH inh 4%, Anesthetic bind -13% and ERG-DNA inh 6%.
For O=C(CSc1ccc2c(c1)OCCO2)N1CCN(c2ccccc2)CC1 the results were Pol kappa inh 12%, 12-LOX inh -6%, RGS4 inh -3%, LDHA block -1, APEX1 inh 23%, POLH inh -22% and ERG-DNA inh 6%.
For CCOC(=O)c1sc(NC(=O)COc2ccc3c(c2)OCO3)nc1C the results were POLB inh 24%, Pol kappa inh -19%, 12-LOX inh -18%, RGS4 inh -39%, LDHA block -1, APEX1 inh 11%, POLH inh -26%, Anesthetic bind 2% and ERG-DNA inh -16%.
`O=C(N/N=C/c1ccco1)c1ccc(OCc2ccccc2)cc1` gave POLB inh 13%, Pol kappa inh 5%, 12-LOX inh 0%, RGS4 inh -1%, LDHA block 1, APEX1 inh 4%, POLH inh 0%, Anesthetic bind -9% and ERG-DNA inh -21%.
Screening COc1ccc(C2OC(=O)CC2C(=O)NC2CCCC(C)C2C)cc1OC (centres undefined) returned POLB inh 39%, Pol kappa inh -5%, 12-LOX inh 6%, RGS4 inh 10%, LDHA block -2, APEX1 inh 13%, POLH inh -2%, Anesthetic bind -10% and ERG-DNA inh -1%.
Screening CCOC(=O)C1=C(C)NC(C)=C(C(=O)OCC)C1c1ccc([N+](=O)[O-])s1 returned POLB inh 5%, Pol kappa inh -29%, 12-LOX inh inconclusive, RGS4 inh -5%, LDHA block -4&4, APEX1 inh -1%, POLH inh -8%&-28%, Anesthetic bind -14% and ERG-DNA inh 7%.
Screening COC(=O)c1ccc(CSc2nnc3ccccn23)o1 returned POLB inh 11%, Pol kappa inh -9%, 12-LOX inh -23%, RGS4 inh -24%, LDHA block -2, APEX1 inh -2%, POLH inh 2% and Anesthetic bind -15%.
O=C1CN(CC(=O)Nc2ccc(Cl)cc2)CCN1 was read as POLB inh 9%, Pol kappa inh -8%, 12-LOX inh 33%&0%, RGS4 inh 17%, LDHA block 3&-7, APEX1 inh 2%, POLH inh 1%, Anesthetic bind 0% and ERG-DNA inh 3%.
Screening O=C(Oc1ccccc1)c1ccc(COC(=O)c2cnccn2)cc1 returned POLB inh 5%, Pol kappa inh -3%, 12-LOX inh 0%, RGS4 inh 13%, LDHA block -5, APEX1 inh -1%, POLH inh 6%, Anesthetic bind -5% and ERG-DNA inh 2%.
Screening Cc1ccc(NC(=O)/C(=C/c2cccs2)NC(=O)c2ccco2)c(C)c1 returned POLB inh 22%, Pol kappa inh -17%, 12-LOX inh -10%, RGS4 inh -8%, LDHA block -9, APEX1 inh 5%, POLH inh -24%, Anesthetic bind 11% and ERG-DNA inh -5%.

Two consecutive entries already listed, quoted:
Screening O=C(Oc1ccccc1)c1ccc(COC(=O)c2cnccn2)cc1 returned POLB inh 5%, Pol kappa inh -3%, 12-LOX inh 0%, RGS4 inh 13%, LDHA block -5, APEX1 inh -1%, POLH inh 6%, Anesthetic bind -5% and ERG-DNA inh 2%.
Screening Cc1ccc(NC(=O)/C(=C/c2cccs2)NC(=O)c2ccco2)c(C)c1 returned POLB inh 22%, Pol kappa inh -17%, 12-LOX inh -10%, RGS4 inh -8%, LDHA block -9, APEX1 inh 5%, POLH inh -24%, Anesthetic bind 11% and ERG-DNA inh -5%.

(more compounds)
Cc1ccc(CNCc2ccc3c(c2)OCO3)c(C)c1 was read as POLB inh 25%, Pol kappa inh -1%, 12-LOX inh 45µM*, RGS4 inh 25%, LDHA block -15, APEX1 inh 26%, POLH inh -10%, Anesthetic bind -6% and ERG-DNA inh -5%.
For CCn1c(C)c2c(C)nnc(C)c2c1C the results were POLB inh 33%, Pol kappa inh 0%, 12-LOX inh 160%[activator], RGS4 inh -13%, LDHA block 5, APEX1 inh 0%, POLH inh -8%, Anesthetic bind -4% and ERG-DNA inh -7%.
For O=C1CN(C(=S)NC(=O)c2ccc(-c3ccccc3)cc2)CCN1 the results were POLB inh -20%, Pol kappa inh -2%, 12-LOX inh inconclusive, RGS4 inh -34%, LDHA block -15, APEX1 inh 6%, POLH inh -17%, Anesthetic bind -17% and ERG-DNA inh -5%.
O=C(NCC1CCCO1)c1ccc(Oc2ccc([N+](=O)[O-])cc2)cc1 (centres undefined) was read as POLB inh 46%, Pol kappa inh 13%, 12-LOX inh -11%, RGS4 inh -5%, LDHA block 0, APEX1 inh 2%, POLH inh -11%, Anesthetic bind -17% and ERG-DNA inh 2%.
For COC(=O)c1ccc(CNC(=O)C2CCC(=O)N(CCN3CCOCC3)C2)cc1 (centres undefined) the results were POLB inh -1%, Pol kappa inh -5%, 12-LOX inh 1%, RGS4 inh 11%, LDHA block -4, APEX1 inh 27%, POLH inh -10%, Anesthetic bind -3% and ERG-DNA inh -12%.
Screening Cc1cccc(NC(=O)CSc2nnc(CNC(=O)c3ccco3)o2)c1 returned POLB inh 2%, Pol kappa inh -1%, 12-LOX inh -20%, RGS4 inh -12%, LDHA block -2, APEX1 inh -15%, POLH inh -9%, Anesthetic bind -3% and ERG-DNA inh 5%.
COc1ccc(CC(NC(C)=O)C(=O)NC2CCN(C(=O)c3ccccc3F)CC2)cc1 (centres undefined) was read as POLB inh -23%, Pol kappa inh 3%, 12-LOX inh -3%, RGS4 inh 9%, LDHA block -10, APEX1 inh 32%[12.4 µM], POLH inh -19%, Anesthetic bind -2% and ERG-DNA inh 3%.
For CCOC(=O)c1cccc(NC(=O)CSc2nnc(-c3ccncc3)n2CCCOC)c1 the results were POLB inh -2%, Pol kappa inh 2%, 12-LOX inh 0%, RGS4 inh 21%, LDHA block -10, APEX1 inh -2%, POLH inh 1%, Anesthetic bind -10% and ERG-DNA inh 6%.

Compound activity: PubChem BioAssay, National Center for Advancing Translational Sciences (NCATS)

These rows are one share of the data (hit frequency here may not be typical).
